PME-1 inh = blocks human protein phosphatase methylesterase 1 | Q9Y570 | recombinant PME-1, FP-Rh probe fluorescence polarization | inhibition, % at 5.9 µM | 320,000 compounds, 0.53% hits | AID 2130;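 active = inhibition above the campaign mean of all compounds plus 3 SD, cut at about 26% in these data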;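 also: competitive labeling of PME-1 active site by serine hydrolase directed probe; 0% = PME-1 with DMSO and 100% = wells lacking PME-1 enzyme; inhibitors block probe labeling so polarization falls and inhibition rises; many of its hits are not listed in these tables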
GSTO1 counter = GSTO1 inhibition, counter-screen for RBBP9 inhibitors | P78417 | recombinant GSTO1, activity-based probe fluorescence polarization | inhibition, % at 5.96 µM | 300,000 compounds, 1.1% hits | AID 1974;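 active = inhibition above the campaign mean inhibition plus 3 SD, cut at about 35% in these data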;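 also: 0% = GSTO1-1 with DMSO and 100% = wells lacking GSTO1-1 enzyme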
GLD-1 RNA inh = GLD-1-TGE RNA interaction inhibition (C. elegans). 320,000 compounds, 0.44% hits. purified GLD-1 + fluorescein TGE RNA, fluorescence polarization. inhibition, % at 5.96 µM. AID 2280;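 active = percent inhibition above a per-plate cutoff, the plate mean of test compounds plus 3 SD, cut at about 30% in these data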;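 also: 0% = DMSO wells with GLD-1 and probe and 100% = wells lacking GLD-1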
Target sequence (Q17339 whole entry, looked up): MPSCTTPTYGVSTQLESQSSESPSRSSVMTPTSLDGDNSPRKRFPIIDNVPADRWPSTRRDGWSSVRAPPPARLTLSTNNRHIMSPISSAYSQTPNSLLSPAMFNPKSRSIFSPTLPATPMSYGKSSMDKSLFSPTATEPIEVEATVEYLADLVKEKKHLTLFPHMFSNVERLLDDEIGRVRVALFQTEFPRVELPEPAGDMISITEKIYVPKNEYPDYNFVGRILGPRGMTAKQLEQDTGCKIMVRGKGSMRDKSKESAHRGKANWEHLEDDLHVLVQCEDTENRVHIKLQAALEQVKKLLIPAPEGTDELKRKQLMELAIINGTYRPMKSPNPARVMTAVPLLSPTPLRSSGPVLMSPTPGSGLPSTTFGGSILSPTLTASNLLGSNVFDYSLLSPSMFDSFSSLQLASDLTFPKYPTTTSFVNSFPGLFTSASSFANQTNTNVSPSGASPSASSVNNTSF
BCLXL inh = blocks human Bcl-xL binding to Bim BH3 peptide; Q07817; inhibition, % at 10.9 µM; 320,000 compounds, 0.7% hits; GST-Bcl-xL / FITC-Bim BH3 peptide fluorescence polarization;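 active = inhibition above the mean of all tested compounds plus 3 SD, cutoff set per campaign, cut at about 30% in these data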;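 also: 0% = DMSO wells and 100% = unlabeled Bim-BH3 peptide competitor; inhibitors lower millipolarization by displacing the labeled peptide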
PAD4 inh = PAD4 (human) enzyme inhibition. Q9UM07. recombinant PAD4, RCA probe fluorescence polarization. inhibition, % at 6.36 µM. 330,000 compounds, 0.41% hits;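 active = percent inhibition above a cutoff equal to the mean of all tested compounds plus 3 SD, cut at about 15% in these data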;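 also: 0% = PAD4 with RCA probe and DMSO and 100% = probe without PAD4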
Fam108B counter = Fam108B inhibition, counter-screen for RBBP9 inhibitors. recombinant Fam108B, FP-Rh probe fluorescence polarization. inhibition, % at 9.51 µM. 300,000 compounds, 0.33% hits;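 active = inhibition above the screen mean inhibition plus 3 SD, computed separately per campaign, cut at about 18% in these data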;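 also: inhibitors lower polarization as less probe binds the enzyme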
MCL1-BIM inh = disrupts human MCL1 binding to BIM-BH3 peptide; inhibition, % at 10.9 µM; AID 2057; 320,000 compounds, 0.68% hits; GST-MCL1 / FITC-Bim-BH3 fluorescence polarization;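 active = inhibition above the mean inhibition of all tested compounds plus 3 SD, set per campaign, cut at about 40% in these data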;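 also: 0% = DMSO wells and 100% = unlabeled Bim-BH3 peptide control; higher means more loss of mP so more displacement of Bim peptide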
MEX-5 binding = C. elegans MEX-5 TCR-2 RNA binding activity. AID 1832. MEX-5/FITC-TCR2 RNA binding, fluorescence polarization; active compounds read low. activity score (negative = inhibition of binding), % at 10 µM. 300,000 compounds, 0.38% hits. Q9XUB2;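 active = inhibition past about -25% in most replicates, and total fluorescence under double the plate's negative control median, limit read from the data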;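 also: 0% = DMSO and -100% = 5 µM competing unlabeled TCR2 RNA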
Target sequence (Q9XUB2 whole entry, looked up): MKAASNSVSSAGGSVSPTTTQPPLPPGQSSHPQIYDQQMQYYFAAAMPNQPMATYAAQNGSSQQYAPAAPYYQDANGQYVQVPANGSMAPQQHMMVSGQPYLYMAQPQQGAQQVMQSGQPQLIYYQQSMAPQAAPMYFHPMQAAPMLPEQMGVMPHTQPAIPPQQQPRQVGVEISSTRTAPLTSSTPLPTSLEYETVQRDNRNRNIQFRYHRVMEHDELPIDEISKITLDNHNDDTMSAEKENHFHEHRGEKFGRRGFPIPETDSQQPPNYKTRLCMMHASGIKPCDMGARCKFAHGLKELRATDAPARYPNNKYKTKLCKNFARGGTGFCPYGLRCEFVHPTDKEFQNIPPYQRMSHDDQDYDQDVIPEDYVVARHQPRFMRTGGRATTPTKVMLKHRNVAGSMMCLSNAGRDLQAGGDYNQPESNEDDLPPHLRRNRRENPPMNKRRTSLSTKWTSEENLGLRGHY
TPT1 inh = C. albicans TPT1 enzyme inhibition; inhibition, % at 5 µM; recombinant caTPT1, FP RNA substrate dephosphorylation; 300,000 compounds, 0.81% hits;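 active = inhibition above the mean of all tested compounds plus 3 SD, set per screening campaign, cut at about 24% in these data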;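 also: plate controls were DMSO alone for no effect and ferristatin control at 100 nM for full effect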
Active calls of the source: *; · = no result given.

SMILES	MEX-5 binding	Fam108B counter	GSTO1 counter	PME-1 inh	PAD4 inh	GLD-1 RNA inh	MCL1-BIM inh	BCLXL inh	TPT1 inh
O=C(O)c1cccc2c1C(=O)N(Cc1ccccc1)C2	-0.1	1	2	-1	-3	-1	2	0	-2
COc1cc(/C=N/NC(=O)c2nnn(-c3nonc3N)c2C(C)C)ccc1OCc1ccccc1	0.6	-26	-14	-18	-3	-9	-8	2	3
O=c1[nH]c(=O)n(-c2ccc(F)cc2)c2c1C(C(F)(F)F)(C(F)(F)F)N=C(c1ccc(F)cc1)N2	0.3	4	2	-5	0	0	-14	-10	4
CC(=O)c1cccc(NC(=O)N2CCCC2C(=O)NCc2ccccc2)c1 (stereo not drawn)	-2.1	7	2	-4	-3	-2	-5	2	-1
COC(=O)c1cn(CCC#N)nc1-c1ccc2ccccc2c1	0.6	2	1	1	-1	-3	-10	2	-3
CCN(c1ccc(NC(=O)COC(=O)c2ccc(C)c(S(=O)(=O)N3CCOCC3)c2)cc1)C(C)C	-1.3	2	4	5	2	3	4	5	-1
Cc1nn(CC(O)COc2ccc3c(c2)CCC3)c(C)c1C (stereo not drawn)	0.7	2	5	0	-3	-1	8	3	0
O=C(CN1CCCCC1)Nc1cccc(Cl)c1	-0.4	-2	7	-1	2	4	9	6	-2
CCn1cc(C(=O)Nc2ccc(OC)c(OC)c2)c2cc(OC)c(OC)cc2c1=O	2.5	9	4	1	1	9	4	0	-1
COc1ccc(NC(=O)C(=O)NCCN2CCN(C(=O)c3ccc(C)cc3)CC2)cc1	4.4	2	1	-2	5	-4	-2	-1	-2
O=C(COC(=O)c1ccc[nH]c1=O)NCCc1ccc(Cl)cc1Cl	0.5	1	-1	2	-3	4	2	-1	6
O=C(CCNC(=O)c1ccccc1)NCCCc1ccccc1	·	·	·	1	3	-4	3	6	·
COC(=O)C1=C(N)Oc2cc(C)n(Cc3cccnc3)c(=O)c2C1c1ccc(OC)c(OC)c1OC (stereo not drawn)	1.8	3	13	-4	-2	3	2	2	-5
CCCC(=O)Nc1c(O)c2ccccc2[nH]c1=O	-1.1	-3	1	-1	-3	-3	4	1	-3
Cc1onc(-c2c(Cl)cccc2Cl)c1C(O)c1ccc(F)cc1 (stereo not drawn)	-0.2	-5	3	1	-3	4	-7	-2	-2
CCn1cc(CN2CCC(n3nccc3NC(=O)c3ccccc3C)CC2)c(C)n1	-0.4	5	-2	4	-4	0	3	4	0
O=C(CN1CCN(c2ccccc2F)CC1)c1ccc(O)cc1O	1.9	-6	14	1	0	6	11	8	-2
CC1(C)CC(=O)C2=C(C1)OC(N)=C(C#N)C21CCN(C(=O)OCc2ccccc2)CC1	-9.1	1	12	8	-2	6	-6	0	3
CC1CCN(C(=O)COC(=O)CCc2c[nH]c3ccccc23)CC1	-0.3	-2	8	8	-3	-5	7	-2	1
Cc1ccc(OCC(=O)Nc2nnc(S(=O)(=O)N3CCCCCC3)s2)cc1C	-3.5	-5	-53	-5	1	3	4	2	-1
Cc1ccc(C23OC(=O)C(C)(C)C2OC(=O)C3(C)C)cc1 (stereo not drawn)	-0.9	-1	6	-1	-5	1	6	2	-5
CCn1c2ccccc2c2cc(C3C(C#N)=C(C)NC(C)=C3C#N)ccc21	4.8	-3	-8	-5	1	2	-6	7	2
Cc1cc(S(=O)(=O)N2CCCC2)ccc1OCC(=O)NC1CCCC1	2.0	4	-6	-2	6	-4	0	0	5
NC(=O)C1CCN(C(=O)/C=C/c2cccc(Br)c2)CC1	-2.5	1	-6	-5	3	2	0	7	0
CS(=O)(=O)N(Cc1ccco1)CC(O)Cn1c2ccccc2c2ccccc21 (stereo not drawn)	-1.6	-5	8	-2	7	6	4	6	-4
CCOc1ccccc1N1CCN(S(=O)(=O)c2cccc3nsnc23)CC1	-1.7	2	9	4	-5	-2	8	4	-2
CC(Oc1ccc2c(c1)oc(=O)c1ccccc12)C(=O)NCCCN1CCOCC1 (stereo not drawn)	-0.8	3	0	1	2	-5	-2	3	-3
O=C(CCCN1C(=O)/C(=C/c2cccs2)SC1=S)Nc1cccnc1	-4.3	-2	3	-10	-3	0	4	5	-2
Cc1ccc(S(=O)(=O)N(C)CCCC(=O)NCc2ccc3c(c2)OCO3)cc1	-2.6	-5	-5	0	-4	4	-1	-2	2
Cc1nc2ccc(-n3ccc(=O)cc3)cc2s1	-0.2	-2	2	2	-1	2	8	6	-2

More records:
SMILES	MEX-5 binding	Fam108B counter	GSTO1 counter	PME-1 inh	PAD4 inh	GLD-1 RNA inh	MCL1-BIM inh	BCLXL inh	TPT1 inh
O=C(NCc1cc(C(F)(F)F)cc(C(F)(F)F)c1)C1CC(c2ccccc2C(F)(F)F)=NO1 (stereo not drawn)	1.6	6	3	-2	3	-1	5	2	1
CC(C)(C)n1nnnc1C(c1ccccc1F)N1CCN(C(=O)c2ccco2)CC1 (stereo not drawn)	0.9	0	6	3	6	3	-2	-1	-2
O=C(c1ccc(Cl)c(S(=O)(=O)N2CCCC2)c1)N1CCN(c2ccccc2)CC1	0.6	0	-6	2	6	0	-7	-4	-2
COc1ccc(NC(=O)Cc2ccc(-c3ccccc3)cc2)cn1	-1.1	8	17	-14	-1	0	4	3	0
COc1ccc(OC)c(S(=O)(=O)NC(N)=NCCc2ccccc2)c1	2.9	1	-3	3	3	7	2	-5	0
Cc1ccc(N2CC(C(=O)OCC(=O)Nc3ccccc3C)CC2=O)cc1 (stereo not drawn)	·	·	·	2	1	-4	0	2	·
O=C1NC2(CCCCC2)C(=O)N1Cc1ccc([N+](=O)[O-])cc1	-0.7	0	5	0	1	-5	-3	9	0
CCn1c(NC(=O)Nc2ccccc2OC)nc2ccccc21	1.1	5	-8	5	-2	7	5	-2	-4
Cc1cnc(C(=O)OCC(=O)N2c3ccccc3CC2C)cn1 (stereo not drawn)	-1.2	0	-1	3	-4	7	1	-5	0
Cc1ncc([N+](=O)[O-])n1Cc1cccc2ccccc12	-2.2	2	1	6	3	3	-2	5	0
Cc1ccc(NC(=O)CN(C)C(=O)c2ccc(COc3ccccc3)cc2)cc1	-4.1	0	-5	-3	-6	2	1	0	2
CCc1cccc(CC)c1N(COC)C(=O)Cn1nnc2ccccc21	-0.6	4	7	-7	-1	6	5	1	-5
CCCCn1c(=O)[nH]c(=O)c2c1nc(-c1ccncc1)n2CCOC	-1.4	-3	0	-2	1	4	7	8	2
O=C(Nc1ccccc1)N1CCCC1	1.8	8	6	-3	-1	2	6	2	3
Cc1ccsc1/C=N/Nc1nc(=O)[nH]nc1C	3.1	3	16	-5	2	-5	-1	2	1
COc1ccc(NC(=O)CSc2nccn2Cc2ccco2)cc1	-2.3	-1	-1	6	-7	1	-6	0	4
CCOc1ccc(S(=O)(=O)NCCC(=O)OC(C)C(=O)N2CCc3ccccc32)cc1 (stereo not drawn)	-0.1	0	-3	6	-4	7	10	7	1
CCOC(=O)c1c[nH]c(=S)n(-c2ccccc2)c1=O	1.0	-4	-6	3	-2	4	3	8	1
Cc1nc2ccccn2c1C(=O)NN=C1C2CC3CC(C2)CC1C3	0.5	6	9	-10	0	1	10	5	-3
Cc1ccc(S(=O)(=O)N2CCCOC2CNC(=O)C(=O)NCc2cccnc2)cc1 (stereo not drawn)	1.8	-3	-5	1	2	0	-9	-7	5
CCCCOc1ccc(C(=O)NCC(=O)NCc2ccncc2)cc1	-0.4	-4	2	-3	-1	-2	6	8	-3
O=C(NC1CC1)C1CCCN1C(=O)NC1CCCCC1 (stereo not drawn)	2.7	1	6	3	-1	4	-7	0	3
COc1ccc(N2CCN(C(CNS(C)(=O)=O)c3ccco3)CC2)cc1 (stereo not drawn)	-0.4	-2	-5	6	-4	-3	14	7	0
O=C(CSc1ccccc1F)NC(=O)NCc1ccco1	3.3	3	4	1	-10	-3	9	7	1
Cc1ccc(S(=O)(=O)N(C)CC(=O)N2CCc3ccccc32)cc1	0.5	1	2	-3	-1	-1	6	4	-2
CCOC(=O)c1ccc(NC(=O)NCc2ccccn2)cc1	0.0	4	-6	-1	-1	-6	4	1	0
CC(C)(C)C1(O)CC(C(F)(F)F)=NN1C(=O)CCCc1ccccc1 (stereo not drawn)	1.9	0	-1	2	1	-2	-9	-1	6
CCOC(=O)c1cnn(-c2nc(CC)nc3sc4c(c23)CCC4)c1N	-0.4	0	2	-1	1	2	13	10	-3
Cc1cc(-c2csc(N)n2)c(C)n1Cc1ccco1	0.0	4	9	3	-7	6	3	-3	6
COc1ccc(NC(=O)COC(=O)c2ccc(N3CCCC3=O)cc2)cc1	·	·	·	0	11	-4	-6	-7	·

The listing continues:
SMILES	MEX-5 binding	Fam108B counter	GSTO1 counter	PME-1 inh	PAD4 inh	GLD-1 RNA inh	MCL1-BIM inh	BCLXL inh	TPT1 inh
COc1cc2[nH]c(=O)n(Cc3ccc(C(=O)NCCCN4CCN(C)CC4)cc3)c(=O)c2cc1OC	3.7	0	-2	-5	-2	5	-1	4	-2
CC1CCCN(S(=O)(=O)c2ccc(NC(=O)CN3C(=O)NC(C)(c4ccccc4)C3=O)cc2)C1 (stereo not drawn)	0.3	1	-8	-9	0	0	-5	-5	-2
CCOc1ncccc1C(=O)OCc1ccc([N+](=O)[O-])cc1	-0.1	-2	7	5	0	0	-3	0	-1
NC(=O)CCCn1c(C(=O)c2cc(Cl)c(N)c(Cl)c2)c2ccc(C(F)(F)F)cc2[n+]1[O-]	0.5	0	-6	4	-5	-9	3	5	0

Bioassay records from PubChem BioAssay.

An excerpt (hit frequency here may not be typical).
